High-throughput results from PubChem BioAssay.
HCMV antiviral: blocks human cytomegalovirus replication; HFF cells, HCMV-luciferase reporter, 72 h; stronger effect = lower value; activity change, negative = inhibition, % at 57.5 µM; 4.5% of 410,000 active; in the data active means activity change below about -60%; inconclusive means no clear call, values can overlap the other calls; inactive means above about -39%
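Steps: HFFs plated, 16 h 37C; compounds added; HCMV-luciferase added to MOI 1 PFU/cell; 72 h 37C; OneGlo reagent, 5 min room temperature; luminescence read, normalized to controls.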
HCV inh: blocks hepatitis C virus. Potency, µM (top dose mostly 41.8 µM), inactives show top-dose activity change, negative = inhibition, hits mostly inhibitors. 3.4% of 340,000 active. Huh7.5.1 HCVcc-Cre infection, luciferase reporter, 44 h; further: potency means the concentration at half of the fitted maximal effect
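Antiviral activity was scored by luciferase reporter output from cells infected with HCVcc-Cre (~0.5 moi) in presence of compound, 44 h infection period, cells seeded 1,000/well 4 h prior.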
AmpC no deterg: inhibitors of E. coli AmpC beta-lactamase without detergent. P00811. AmpC nitrocefin hydrolysis, absorbance 480 nm, 0.0001% Triton. Potency, µM (top dose mostly 57.1 µM), for the others: top-dose activity change, negative = inhibition, hits mostly inhibitors. 0.52% of 330,000 active. AID 485341;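 further: potency means the concentration at half of the fitted maximal effect; plate controls were no compound for no effect and no enzyme for full effect; nearly all actives have a fitted effect of over 20% in size; some results filed as inactive show a strong effect at the top dose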
Target sequence (P00811 whole entry, looked up): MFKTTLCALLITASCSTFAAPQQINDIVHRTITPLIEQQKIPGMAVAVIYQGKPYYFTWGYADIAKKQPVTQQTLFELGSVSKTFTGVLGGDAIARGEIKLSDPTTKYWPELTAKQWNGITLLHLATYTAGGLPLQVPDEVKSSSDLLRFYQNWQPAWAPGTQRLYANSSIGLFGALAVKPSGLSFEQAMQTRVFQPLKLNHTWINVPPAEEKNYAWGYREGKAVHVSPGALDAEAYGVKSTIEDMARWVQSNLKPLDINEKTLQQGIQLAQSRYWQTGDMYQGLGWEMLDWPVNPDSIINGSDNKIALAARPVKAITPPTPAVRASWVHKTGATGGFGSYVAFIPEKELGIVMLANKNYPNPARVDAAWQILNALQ
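20 mM phosphate pH 7.0 + 0.01% (detergent screen) or 0.0001% Triton X-100; 5.3 nM AmpC reagent; cpd preinc 15 min RT; nitrocefin (800 uM stock) to start; A480 q20 s × 4 min; Activity was normalised to no-enzyme and no-compound control wells.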
Sm TGR block: blocks Schistosoma mansoni thioredoxin glutathione reductase; Potency, µM (series often up to 114 µM), without a hit: at the top dose activity change, negative = inhibition, most hits filed as inhibitors; purified TGR, DTNB reduction, TNB absorbance 405 nm; Q962Y6; 3% of 360,000 active; further: potency means the concentration at half of the fitted maximal effect; nearly all actives have a fitted effect of over 60% in size
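Kinetic colorimetric format: TGR-catalysed, NADPH-driven DTNB reduction monitored via TNB absorbance. Enzyme dispensed at 20 nM; compound exposure 15 min at room temperature before reaction start.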
AmpC inh detg: AmpC beta-lactamase inhibition with detergent present; P00811; AmpC hydrolysis of nitrocefin, absorbance 480 nm, 0.01% Triton; Potency, µM (titrated, usually from 114 µM), for inactives: top-dose activity change, negative = inhibition, hits mostly inhibitors; 0.041% of 370,000 active;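 further: potency means the concentration at half of the fitted maximal effect; 0% = no-compound wells and -100% = no-enzyme wells; nearly all actives have a fitted effect of over 25% in size; some results filed as inactive show a strong effect at the top dose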
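20 mM phosphate pH 7.0 + 0.01% (detergent screen) or 0.0001% Triton X-100; 5.3 nM AmpC reagent; cpd preinc 15 min RT; nitrocefin (800 uM stock) to start; A480 q20 s × 4 min; Activity was normalised to no-enzyme and no-compound control wells.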
FBPA Giardia inh: Giardia lamblia aldolase inhibition; 0.71% of 290,000 active; A8B2U2; purified Giardia FBPA; Potency, µM (titrated, usually from 59.6 µM), without a hit: at the highest dose activity, negative = inhibition, hits mostly inhibitors; further: potency means the concentration at half of the fitted maximal effect; nearly all actives have a fitted effect of over 55% in size
Target sequence (A8B2U2 whole entry, looked up): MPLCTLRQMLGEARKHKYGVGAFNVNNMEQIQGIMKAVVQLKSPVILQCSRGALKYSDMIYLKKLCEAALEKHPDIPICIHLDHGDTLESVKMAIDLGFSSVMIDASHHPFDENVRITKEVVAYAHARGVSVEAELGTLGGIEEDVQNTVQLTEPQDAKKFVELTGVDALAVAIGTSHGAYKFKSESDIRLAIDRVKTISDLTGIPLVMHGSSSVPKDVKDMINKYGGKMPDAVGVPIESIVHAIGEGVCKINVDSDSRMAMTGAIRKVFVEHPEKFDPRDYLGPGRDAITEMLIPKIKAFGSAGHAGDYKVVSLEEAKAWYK
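Giardia FBPA (40 nM reagent) was preincubated 10 min at RT with compound (up to 57.5 uM final), then substrate plus GAPDH/TPI/NAD/arsenate coupling system with diaphorase/resazurin was added; resorufin fluorescence (525/598 nm) was read after 20 min.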
* = called active by the depositor; [ ] = another dose, or the depositor's remark. Unless noted, the call rests on the fitted dose curve; in most records, active means well fitted curve in the direction sought with a large enough effect; inconclusive means small, poorly fitted or top-dose-only effect, or another doubt; inactive means no such curve, though single readings can be large; an effect the other way counts as inactive or inconclusive. Unless noted, on the % scale 0 is the no-effect control and ±100 the full control effect.

`COc1ccc(CC(=O)Nc2ccc(-c3cn4ccccc4n3)cc2)cc1` gave HCMV antiviral 4.9, HCV inh inconclusive, AmpC no deterg -12.1%, Sm TGR block 20.3%, AmpC inh detg -9.7% and FBPA Giardia inh 0.8%.
`OC(Cn1cncn1)(c1ccccc1)c1ccccc1` gave HCMV antiviral 36.5, HCV inh 7.6%, AmpC no deterg -17.9%, Sm TGR block -24.3%, AmpC inh detg inconclusive and FBPA Giardia inh 2.6%.
`Cc1ccc(C(C)C)c(OCC(=O)Nc2ccc(C(=O)OC3CCCCC3)cc2)c1` gave HCMV antiviral 3.8, Sm TGR block 26.0% and AmpC inh detg 14.4%.
For Cc1cccc(NC(=O)c2ccc(N(C)C3CCCCC3)c([N+](=O)[O-])c2)n1 the results were HCMV antiviral inconclusive, HCV inh 14.1µM*, AmpC no deterg -44.6%, Sm TGR block 1.8%, AmpC inh detg -5.7% and FBPA Giardia inh -15.5%.
Screening COc1ccc(OC)c(C2C(C#N)=C(N)Oc3cc(C)[nH]c(=O)c32)c1 (stereo unspecified) returned HCMV antiviral 20.4, HCV inh 15.8%, AmpC no deterg -10.1%, Sm TGR block 0.5%, AmpC inh detg -2.8% and FBPA Giardia inh -4.2%.
CCc1ccc2nc(N(CCCN(C)C)C(=O)c3ccc(C(=O)c4ccccc4)cc3)sc2c1 was read as HCMV antiviral -98.4*, HCV inh -23.2%, AmpC no deterg 164.0%[activator], Sm TGR block 3.2% and AmpC inh detg 5.7%.
For CC(=O)c1ccc(NC(=O)CC2Nc3cc(C)c(C)cc3NC2=O)cc1 (stereo unspecified) the results were HCMV antiviral -14.9, Sm TGR block 8.2% and AmpC inh detg 23.4%.
Screening CCCOC(=O)c1cccc(Nc2nc(-c3cccnc3)nc3ccccc23)c1 returned HCMV antiviral 133.5, HCV inh inconclusive, AmpC no deterg -1.8%, Sm TGR block 4.9%, AmpC inh detg inconclusive and FBPA Giardia inh -19.8%.
COC(=O)c1cc(C(=O)NCCN2C(=O)S/C(=C\c3cccs3)C2=O)cc([N+](=O)[O-])c1 was read as HCMV antiviral -5.1, HCV inh -3.5%, AmpC no deterg -9.8%, Sm TGR block 2.5%, AmpC inh detg 5.7% and FBPA Giardia inh 5.1%.
CC(C)CN(C)C(=O)CCc1nnc(Cc2cccc(C(F)(F)F)c2)o1 was read as HCMV antiviral 90.1, HCV inh -0.4%, AmpC no deterg 87.2%[activator], Sm TGR block 0.3%, AmpC inh detg -2.9% and FBPA Giardia inh 2.2%.
For COc1ccc(C2=CC(c3ccc(OC)c(OC)c3)n3nnnc3N2)c(OC)c1 (stereo unspecified) the results were HCMV antiviral 52.9, HCV inh inconclusive, AmpC no deterg 48.0%, Sm TGR block 39.8µM*, AmpC inh detg inconclusive and FBPA Giardia inh -14.2%.
For COc1cccc(NS(=O)(=O)c2ccc(-c3cc(C)no3)s2)c1 the results were HCMV antiviral -11.4, Sm TGR block 8.8% and AmpC inh detg 15.2%.
CC(=O)N1CCN(c2c(F)c(F)c(C(F)(F)F)c(F)c2F)CC1 was read as HCMV antiviral -60.6*, HCV inh -10.7%, AmpC no deterg 78.2%[activator], Sm TGR block 18.4%[57.1 µM], AmpC inh detg -3.2% and FBPA Giardia inh 3.4%.
`COc1ccc(C(=O)N[C@H](C(=O)NCCc2ccc3c(c2)OCCO3)C(C)C)cc1` gave HCMV antiviral 0.0, HCV inh -4.0% and AmpC no deterg -24.8%.
Cc1ccc(NC(=O)C(=O)c2cc(C)n(-c3ccc(F)cc3)c2C)cc1C was read as HCMV antiviral 25.7, Sm TGR block -7.7% and AmpC inh detg 22.6%.
`CCN(Cc1ccccc1)S(=O)(=O)c1ccc(C(=O)N2CCN(c3nc4ccccc4s3)CC2)cc1` gave HCMV antiviral -66.5*, HCV inh 10µM*, AmpC no deterg -13.3%, Sm TGR block 0.8%, AmpC inh detg -3.3% and FBPA Giardia inh 4.4%.
`CCOC(=O)[C@H]1[C@H]2COc3ccc(C)cc3[C@@H]2N2C(=O)[C@@H](CO)NC(=O)[C@@]12C` gave HCMV antiviral 1.4, HCV inh -5.3%, AmpC no deterg 9.4%, Sm TGR block -10.1% and AmpC inh detg 2.4%.
Screening O=C(NCCCN1CCOCC1)C1CCN(S(=O)(=O)c2c(Cl)cccc2Cl)CC1 returned HCMV antiviral -33.5, HCV inh 16.6%, AmpC no deterg -16.5%, Sm TGR block -30.5%, AmpC inh detg inconclusive and FBPA Giardia inh -3.2%.
For COC(=O)c1ccc2nc(C)cc(Nc3cccc(Cl)c3C)c2c1 the results were HCMV antiviral -9.9, Sm TGR block -5.9% and AmpC inh detg -7.4%.
For C=C(C)CNC(=S)N/N=C/c1ccc(NC(C)=O)cc1 the results were HCMV antiviral -13.6, HCV inh -3.6%, AmpC no deterg -42.4%, Sm TGR block -1.0%, AmpC inh detg -1.0% and FBPA Giardia inh -18.3%.

3 compounds from above, arranged by heavy-atom count, largest number first:
For CC(=O)c1ccc(NC(=O)CC2Nc3cc(C)c(C)cc3NC2=O)cc1 (stereo unspecified) the results were HCMV antiviral -14.9, Sm TGR block 8.2% and AmpC inh detg 23.4%.
For COC(=O)c1ccc2nc(C)cc(Nc3cccc(Cl)c3C)c2c1 the results were HCMV antiviral -9.9, Sm TGR block -5.9% and AmpC inh detg -7.4%.
CC(=O)N1CCN(c2c(F)c(F)c(C(F)(F)F)c(F)c2F)CC1 was read as HCMV antiviral -60.6*, HCV inh -10.7%, AmpC no deterg 78.2%[activator], Sm TGR block 18.4%[57.1 µM], AmpC inh detg -3.2% and FBPA Giardia inh 3.4%.

Next part
For O=C(NNc1nc2ccccc2nc1C(F)(F)F)c1ccccc1 the results were HCMV antiviral -2.3, HCV inh -4.2%, AmpC no deterg -18.8%, Sm TGR block 15.7%, AmpC inh detg -1.1% and FBPA Giardia inh -3.8%.
For COc1ccc(C2CC(=O)NC3=C2C(=O)CCC3)cc1Cl (stereo unspecified) the results were HCMV antiviral -19.0, HCV inh 1.5%, AmpC no deterg -26.0%, Sm TGR block 3.4%, AmpC inh detg 5.0% and FBPA Giardia inh 7.4%.
COc1cccc(C(=O)NNC(=O)c2sccc2-n2cccc2)c1 was read as HCMV antiviral 10.4, HCV inh 0.4%, AmpC no deterg -22.0%, Sm TGR block 4.4%, AmpC inh detg 0.0% and FBPA Giardia inh 5.3%.
CC(Oc1ccc(Cl)cc1Cl)C(=O)NN=C1CCN(C)CC1 (stereo unspecified) was read as HCMV antiviral -22.8, HCV inh -2.2%, AmpC no deterg -26.1%, Sm TGR block 4.7%, AmpC inh detg -0.4% and FBPA Giardia inh 6.2%.
`OC(CNCCc1ccccc1)COc1ccc(OCC(O)CNCCc2ccccc2)cc1` (stereo unspecified) gave HCMV antiviral -76.9*, HCV inh inconclusive, AmpC no deterg 22.5%, Sm TGR block 3.2%, AmpC inh detg -5.5% and FBPA Giardia inh -3.3%.
`O=C(c1ccccc1)N1CCN(c2ccc([N+](=O)[O-])c(NCc3cccnc3)c2)CC1` gave HCMV antiviral -10.6, HCV inh inconclusive, AmpC no deterg 77.6%[activator], Sm TGR block 1.6%, AmpC inh detg -5.7% and FBPA Giardia inh -10.5%.
`Cc1ccc2c(c1)N(CC(=O)c1cccc(Cl)c1)C(=O)C(C)O2` (stereo unspecified) gave HCMV antiviral 34.0, HCV inh inconclusive, AmpC no deterg -26.2%, Sm TGR block -28.7%, AmpC inh detg inconclusive and FBPA Giardia inh 1.7%.
CCC(=O)C1=C(c2ccccc2)N(C(=O)CC)n2c(nnc2C2CCCCC2)S1 was read as HCMV antiviral 22.5, Sm TGR block 7.7% and AmpC inh detg 1.4%.
`O=C1CCCC(O)=C1C=NCc1ccccc1` gave HCMV antiviral -6.7, HCV inh 11.0%, AmpC no deterg -9.2%, AmpC inh detg 4.2% and FBPA Giardia inh 5.3%.
For Cc1cc(Br)ccc1SCC(=O)N1CCN(S(=O)(=O)c2ccccc2)CC1 the results were HCMV antiviral 21.3, HCV inh inconclusive, AmpC no deterg 18.7%, Sm TGR block -12.9% and AmpC inh detg 7.5%.
Screening COCC(C)N=C1NN=C(c2ccc(NC(C)=O)cc2)CS1 (stereo unspecified) returned HCMV antiviral inconclusive, HCV inh 6.1%, AmpC no deterg -12.2%[11.4 µM], Sm TGR block -25.9%, AmpC inh detg -14.6% and FBPA Giardia inh -11.6%.
For CN(CC(=O)NCc1ccc(F)cc1)CC(=O)Nc1ccc(Cl)c(C(F)(F)F)c1 the results were HCMV antiviral -29.2, HCV inh inconclusive, AmpC no deterg 86.7%[activator], Sm TGR block -7.0% and AmpC inh detg -1.8%.
For COc1ccc(-c2cc(C(F)(F)F)nc(NCc3cccs3)n2)cc1 the results were HCMV antiviral 19.6, HCV inh inconclusive, AmpC no deterg -52.9%, Sm TGR block -16.0%, AmpC inh detg -8.8% and FBPA Giardia inh -1.3%.
For O=C(NNS(=O)(=O)c1ccccc1)C(O)(c1ccccc1)c1ccccc1 the results were HCMV antiviral -27.0, HCV inh -10.3%, AmpC no deterg -16.3%, Sm TGR block 8.8%, AmpC inh detg -2.4% and FBPA Giardia inh -1.3%.
Screening COc1ccc(NC(=O)COC(=O)CC2CCCC2)cc1 returned HCMV antiviral 42.9, HCV inh -1.0% and AmpC no deterg -10.8%.
Screening Cc1cc(OCC(=O)N(C(C)C)C(C)C)ccc1Cl returned HCMV antiviral inconclusive, HCV inh -5.4%, AmpC no deterg 28.7%, Sm TGR block -0.7%, AmpC inh detg 1.1% and FBPA Giardia inh 3.9%.
Screening CCCc1sc(N)nc1-c1ccc(Cl)cc1 returned HCMV antiviral inconclusive, HCV inh inconclusive, AmpC no deterg -28.5%, Sm TGR block -14.0%, AmpC inh detg -2.2% and FBPA Giardia inh 9.5%.
`CN(C)CCn1ccc(O)c(Cc2ccc(Cl)cc2)c1=O` gave HCMV antiviral -7.9, HCV inh 18.5%, AmpC no deterg -2.3%, Sm TGR block -0.6%, AmpC inh detg -1.1% and FBPA Giardia inh 1.0%.
`O=C(O)CSc1nc(-c2cccs2)cc(C(F)(F)F)n1` gave HCMV antiviral -18.9, HCV inh -21.8%, AmpC no deterg -8.3%, AmpC inh detg 7.3% and FBPA Giardia inh 15.9%.
Screening C=CCOc1cccc(C2/C(=C(/O)c3ccc(F)cc3)C(=O)C(=O)N2CCN2CCOCC2)c1 (stereo unspecified) returned HCMV antiviral 0.4, HCV inh 2.5%, AmpC no deterg 10.9%, Sm TGR block 0.0%, AmpC inh detg 2.9% and FBPA Giardia inh 4.5%.

This is a random part of the collection (roughly 9.9% active in at least one column).
